TRPV1 agonist = activates the human vanilloid receptor TRPV1 | Q8NER1 | TRPV1-expressing cells, Fluo-8 calcium influx, agonist mode | activation, % at 8.33 µM | 320,000 tested, 0.19% active; in the data active = activation above about 80%; inconclusive = between about 30% and that limit; also: 0% is about no effect
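TRPV1-expressing cells were cultured overnight at 35.5C and loaded with Fluo-8 calcium dye for 40 to 90 min at room temperature. After a 10 s baseline, compound was added and calcium influx was read kinetically for 3 min (ex 480/em 520 nm).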
Rab9 prom act = activates the Rab9 promoter; Huh7 Rab9 promoter-luciferase reporter, luminescence, 24 h; Potency, µM (top dose mostly 9.22 µM), for inactives: at the top dose activation, negative = inhibition, most hits filed as activators; 320,000 tested, 2.8% active; AID 485297; also: potency is read from the fitted curve at half-maximal effect; % of control where 0% means no effect; nearly all actives have a fitted effect of over 60% in size
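Measured in stably transfected Huh7 cells bearing a Rab9 promoter–luciferase construct: 24 h compound treatment at 37 °C, followed by luminescence detection.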
Tb PFK block = T. brucei PFK enzyme inhibition; T. brucei PFK, ADP-Glo luminescence; Potency, µM (doses to about 57.5 µM), inactives show top-dose activity, negative = inhibition, hits mostly inhibitors; 330,000 tested, 0.17% active; O15648;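 also: potency is read from the fitted curve at half-maximal effect; 0% = uninhibited 1x PFK enzyme wells and -100% = no-enzyme wells; nearly all actives have a fitted effect of over 60% in size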
Target sequence (O15648 whole entry, looked up): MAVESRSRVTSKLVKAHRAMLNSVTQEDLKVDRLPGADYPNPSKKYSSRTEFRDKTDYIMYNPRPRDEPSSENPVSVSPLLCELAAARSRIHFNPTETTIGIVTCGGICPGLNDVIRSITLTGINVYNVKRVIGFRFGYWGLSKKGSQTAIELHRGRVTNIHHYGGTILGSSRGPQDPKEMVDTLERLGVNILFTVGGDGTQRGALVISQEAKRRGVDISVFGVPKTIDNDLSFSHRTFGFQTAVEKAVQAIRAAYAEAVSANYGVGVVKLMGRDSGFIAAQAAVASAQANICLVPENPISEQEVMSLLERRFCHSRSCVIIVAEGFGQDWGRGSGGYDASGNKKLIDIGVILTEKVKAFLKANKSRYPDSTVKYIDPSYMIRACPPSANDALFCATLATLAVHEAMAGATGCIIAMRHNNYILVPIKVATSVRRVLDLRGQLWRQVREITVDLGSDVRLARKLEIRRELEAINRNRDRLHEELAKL
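ADP-Glo luminescence quantified ADP after 45 min at room temperature, with 1.25 nM T. brucei PFK, 0.1 mM ATP and 0.5 mM fructose-6-phosphate in pH 8.0 TEA buffer. qHTS titrations up to 57 µM; curves classified by quality.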
FLuc modulator = counter-screen for miR-21 project: firefly luciferase inhibitors or activators | AID 588342 | P08659 | 360,000 tested, 6.9% active | purified FLuc, Km substrates, luminescence inhibition | Potency, µM (doses to about 57.5 µM), without a hit: at the top dose activity change, negative = inhibition, most hits filed as inhibitors;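 also: potency is read from the fitted curve at half-maximal effect; plate controls were vehicle for no effect and reference inhibitor for full effect; nearly all actives have a fitted effect of over 55% in size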
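Purified P. pyralis luciferase (10nM final) with 10uM D-luciferin and 10uM ATP (Km levels) in 50mM Tris acetate pH 7.5, 10mM Mg acetate, 0.01% Tween-20, 0.05% BSA; qHTS 6-point titration, ~60 µM downward; luminescence read.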
p53 reactivation = re-activators of mutant p53; Potency, µM (series often up to 92.2 µM), inactives show at the highest dose activity change, positive = activation, usual class: activators; H1299 p53-A138V BP100-luciferase reporter, luminescence, 24 h; 320,000 tested, 0.063% active; AID 504706; also: potency is read from the fitted curve at half-maximal effect; % of control where 0% means no effect; nearly all actives have a fitted effect of over 45% in size
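H1299 (p53-null), stable ts p53-A138V + BP100-Luc; 1000 cells/well, Opti-MEM/10% FBS; cpd 4 pt, 1:5; 24 h, 37 deg C, 5% CO2; detection reagent 10 min RT; luminescence.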
ELG1 repair inh = ELG1-dependent DNA repair inhibition. HEK293T ELG1-luciferase reporter, luminescence, 16 h; DNA damage induced by 5-fluorouridine. Potency, µM (top dose mostly 46.1 µM), without a hit: top-dose activity change, negative = inhibition, usual class: inhibitors. 330,000 tested, 2.3% active. AID 504467; also: potency is read from the fitted curve at half-maximal effect; % is scaled to controls: 0 for no effect and ±100 for the full control effect; nearly all actives have a fitted effect of over 55% in size
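Overnight (16 hr) co-exposure of 2,000 cells/well to 5-fluorouridine and compound at 37 °C preceded detection. Luciferase was quantified via ONE-Glo luminescence; loss of signal denotes inhibition.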
RORg inh = ROR gamma (mouse) transcription inhibition; AID 2551; Potency, µM (titrated, usually from 53.6 µM), for inactives: at the top dose activity change, negative = inhibition, usual class: inhibitors; 310,000 tested, 5.4% active; Drosophila S2 Gal4-RORgamma UAS-luciferase reporter, 20 h; P51450; also: potency is read from the fitted curve at half-maximal effect; % is scaled to controls: 0 for no effect and ±100 for the full control effect; nearly all actives have a fitted effect of over 60% in size
Target sequence (P51450 whole entry, looked up, the tested form may be a part): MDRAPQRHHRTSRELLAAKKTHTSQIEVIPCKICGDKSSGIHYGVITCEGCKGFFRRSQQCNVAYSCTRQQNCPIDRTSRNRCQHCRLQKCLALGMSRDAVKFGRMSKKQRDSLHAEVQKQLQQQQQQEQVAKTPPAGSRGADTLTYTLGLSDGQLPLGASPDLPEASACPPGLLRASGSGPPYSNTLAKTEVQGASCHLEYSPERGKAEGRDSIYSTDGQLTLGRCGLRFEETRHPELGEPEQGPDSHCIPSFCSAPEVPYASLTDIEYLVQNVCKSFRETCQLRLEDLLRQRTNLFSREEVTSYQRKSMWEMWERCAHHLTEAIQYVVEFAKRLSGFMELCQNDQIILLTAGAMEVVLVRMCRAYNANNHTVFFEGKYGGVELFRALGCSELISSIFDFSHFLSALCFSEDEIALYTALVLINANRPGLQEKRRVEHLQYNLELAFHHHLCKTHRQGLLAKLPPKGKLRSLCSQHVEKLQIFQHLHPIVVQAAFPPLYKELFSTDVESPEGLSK
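Luminescence from a UAS-regulated Photinus luciferase reporter in stably transfected Drosophila Schneider cells is measured; decreased signal marks ROR gamma inhibition. Fusion expression is induced by 700 uM copper sulfate for 20 hr.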
NPC1 prom act = NPC1 promoter activation | Huh7 NPC1 promoter luciferase reporter, 24 h | Potency, µM (series often up to 9.22 µM), inactives show top-dose activation, most hits filed as activators | 320,000 tested, 2.4% active;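 also: potency is read from the fitted curve at half-maximal effect; % of control where 0% means no effect; nearly all actives have a fitted effect of over 60% in size; reporter is driven by a mutant NPC1 promoter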
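Cells: Huh7 expressing luciferase under the NPC1 promoter, 1500/well. Seeded 2 h, compound added, incubated 24 h at 37 °C. Luciferase reagent, 10 min ambient, then luminescence.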
ELG1 genotoxic = induces genotoxicity in HEK293T cells with luciferase-tagged ELG1. Potency, µM (series often up to 46 µM), without a hit: at the highest dose activity change, positive = activation, usual class: activators. HEK293T ELG1-luciferase reporter, luminescence, 16 h. 330,000 tested, 1.3% active; also: potency is read from the fitted curve at half-maximal effect; % of control where 0% means no effect; nearly all actives have a fitted effect of over 60% in size
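HEK293T cells expressing luciferase-tagged ELG1 were treated with compound or DMSO for 16 hr at 37°C. Luciferase activity was then read after 30 min with ONE-Glo at room temperature; rising signal flags genetic stress.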
Gal4-VP16 FLuc = inhibits Gal4-VP16 luciferase reporter, ROR gamma counter-screen; 310,000 tested, 3.5% active; Potency, µM (series often up to 53.6 µM), inactives show at the highest dose activity, negative = inhibition, hits mostly inhibitors; Drosophila S2 Gal4-VP16 UAS-luciferase, luminescence, 20 h; AID 2546;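 also: Gal4-VP16 expression switched on by copper sulfate through the metallothionein promoter; potency is read from the fitted curve at half-maximal effect; % is scaled to controls: 0 for no effect and ±100 for the full control effect; nearly all actives have a fitted effect of over 50% in size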
BRCA1 expr up = BRCA1 expression activation; MCF7-BRCA1-FFLuc reporter, luminescence, 48 h; response scale: scaled: vehicle 0%, 10 µM genistein 100%; Potency, µM (highest dose often 46.1 µM), inactives show at the highest dose activation, most hits filed as activators; 380,000 tested, 1.1% active; also: potency is read from the fitted curve at half-maximal effect; nearly all actives have a fitted effect of over 80% in size; some results filed as inactive show a strong effect at the top dose
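48 h compound treatment of MCF7-BRCA1-FFLuc cells (phenol-red free MEM, 37 °C), then 15 min with luciferase substrate and luminescence imaging.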
* = called active by the depositor; ? = inconclusive; · = not tested or not shown; & = joins results of further samples; [ ] = remark or other dose. Unless noted, calls follow the shape of the dose curve; as a rule, active = well fitted curve in the direction sought with a large enough effect; inconclusive = small, poorly fitted or top-dose-only effect, or another doubt; inactive = no such curve, though single readings can be large; an effect the other way counts as inactive or inconclusive.

Structure	TRPV1 agonist	Rab9 prom act	Tb PFK block	FLuc modulator	p53 reactivation	ELG1 repair inh	RORg inh	NPC1 prom act	ELG1 genotoxic	Gal4-VP16 FLuc	BRCA1 expr up
COc1ccc(-c2cc(C#N)nc(NN)n2)cc1	-4	2%	-1%	-16%	5%	?	9%	0%	-2%	-6%	-63%
O=C(O)c1ccc(/C=C2\SC(=S)N(NC(=O)c3ccccc3)C2=O)cc1	2	-6%[1.84 µM]	28%	?	1%	-2%	-1%	1%	-3%	-11%	2%
COC(=O)c1ccc(NC(=O)c2ccc3c(c2)C(=O)N(Cc2cccnc2)C3=O)cc1	-2	-2%	0%	-19%	?	3%	?	0%	1%	?	10%
O=C(NCC1COc2ccccc2O1)c1cccs1 (centres undefined)	19	17%	-2%	-14%	22%	?	19%	27%	21%	7%	46%
O=S(=O)(c1ccc2oc(=S)[nH]c2c1)N1CCOCC1	-1	-1%	-7%	-29%	9%	8%	·	3%	0%	·	-26%
Oc1ccccc1-c1nc2cnccn2c1Nc1ccc2c(c1)OCCO2	0	0%	1%	?	9%	9%	11%	-3%	3%	8%	9%
C=CCC[C@@H](Cc1ccc(F)cc1)C(=O)OC[C@@H]1CCCN1C(=O)[C@@H](CC=C)CC(=O)N[C@@H](CO)Cc1ccccc1	·	·	3%	·	-6%	-11%	·	·	-10%	·	-71%
CC(=O)C1=C(O)C(=O)N(CC(=O)O)C1c1ccccc1Cl (centres undefined)	-3	-5%	?	-2%	-4%	11%	-17%	0%	2%	-5%	-4%
Cc1cc(C)nc(NS(=O)(=O)c2ccc(NC(=O)c3cccs3)cc2)n1	?	-3%	8%	3%	-3%	-16%	2%	-1%	-2%	-15%	-12%
Cc1ccc(S(=O)(=O)N2CCN(C(=O)CCC(=O)N3CCc4ccccc43)CC2)cc1	0	3%	-2%	2%	-3%	-18%	-8%	-5%	-3%	0%	-9%
O=C(NN/C(=N/S(=O)(=O)c1ccc(Cl)cc1)c1ccccc1)c1cccc(Cl)c1	?	?	3%	6µM*	?	?	-38%	4µM*	16µM*	1%	8%
C/C(=N/Nc1ccc([N+](=O)[O-])cc1)c1c[nH]c2ccccc12	11	?	-1%	?	·	?	?	22%	8%	?	-19%
O=C(OC(C(=O)Nc1ccc(Cl)c(C(F)(F)F)c1)c1ccccc1)C1=COCCO1 (centres undefined)	3	-5%	0%	-2%	-3%	3%	?	-2%	-4%	14%	-41%
Cc1cc(NC(=O)COC(=O)Cn2[nH]c(=O)c3ccccc3c2=O)c([N+](=O)[O-])cc1C	·	·	3%	·	6%	15%	·	·	-1%	·	-2%
CCOc1ccc2nc(SCC(=O)Nc3ccc4c(c3)OCO4)sc2c1	?	-7%	10%	-16%	20%	-1%	44%	1%	0%	-9%	69%
Cc1cc(CNC(=O)CC2C(=O)NCCN2CC(c2ccccc2)c2ccccc2)on1 (centres undefined)	1	1%	-3%	-2%	-1%	-5%	4%	-4%	1%	-4%	-7%
O=c1cc(O)n(-c2ccccc2F)c(=S)[nH]1	0	19%	5%	2%	0%	4%	2%	5%	-1%	1%	5%
Cc1ccc(NCc2ccc(O)c3ncccc23)cc1	-5	-1%	?	-18%	2%	-11%	1µM*	2%	-7%	1.8µM*	-34%
O=C(CSc1nnc2ccccn12)NC(=O)c1cccc([N+](=O)[O-])c1	·	·	-4%	·	-1%	16%	·	·	2%	·	-4%
O=C(c1cccc(COc2ccc(Cl)cc2Cl)c1)N1CCN(c2ccccn2)CC1	8	·	·	4.8µM*	·	·	?	·	·	15%	28%

Going on with the list.
Structure	TRPV1 agonist	Rab9 prom act	Tb PFK block	FLuc modulator	p53 reactivation	ELG1 repair inh	RORg inh	NPC1 prom act	ELG1 genotoxic	Gal4-VP16 FLuc	BRCA1 expr up
CC1CCC(NC(=O)CSc2nncn2C)CC1 (centres undefined)	·	·	1%	·	7%	?	·	·	1%	·	9%
CCN(CC)C(=O)[C@H]1C[C@H](CC(=O)NCc2cccc(C(F)(F)F)c2)C(=O)N2CCc3c([nH]c4cc(-c5ccco5)ccc34)[C@]12C	·	·	-1%	·	0%	?	·	·	-1%	·	-74%
Cc1ccc(OCCn2c(=O)sc3ccccc32)cc1	8	?	2%	6.7µM*	?	?	9%	3.5µM*	?	-9%	5.6µM*
Nc1nc(N)c2nc(-c3ccccc3)c(N)nc2n1	-1	16%[46.1 µM]	-1%	3%	6%	?	?	24%[46.1 µM]	4%	?	12%&21%
COc1cc(C2C(C(C)=O)=C(O)C(=O)N2Cc2ccccc2)ccc1O (centres undefined)	1	3%	2%	0%	0%	-7%	5%	-2%	2%	4%	2%
Cc1ccccc1-n1nnnc1-c1ccccc1	-1	5%	0%	3%	-4%	2%	1%	-2%	-6%	1%	-8%
O=C1/C(=C/c2ccccn2)SC(=S)N1NS(=O)(=O)c1ccccc1	-3	-1%	17%	?	2%	-6%	-15%	7%	-2%	0%	0%
O=C(COc1coc(CN2CCc3ccccc32)cc1=O)Nc1cccc(F)c1	2	-5%	4%	-1%	4%	4%	·	2%	1%	·	0%
Cc1ccnc(NC(c2cccnc2)c2ccc3cccnc3c2O)c1 (centres undefined)	0	10%	-4%	-6%	8%	?	3.2µM*	6%	6%	?	-82%
Cc1c(C)c2ccc(OCC(=O)NCCCn3ccnc3)cc2oc1=O	-1	-2%	4%	-2%	-4%	?	-34%	0%	8%	0%	-8%
Cc1cc(NC(=O)CSc2n[nH]c(=O)[nH]c2=O)ccc1Br	-1	-3%	0%	-15%	-11%	-4%	22%	-2%	1%	-4%	3%
COc1ccc(N)cc1-n1c(C)ccc1C	-1	-2%	0%	-19%	?	?	-23%	6%	?	0%	-22%
O=C(CN1CCC(NC(=O)c2ccco2)CC1)Nc1ccccc1[N+](=O)[O-]	2	-6%	-6%	-7%	2%	-19%	?	0%	3%	6%	·
O=C(CC(=O)N1CCN(c2ccccn2)CC1)Nc1ccc2nc3n(c(=O)c2c1)CCCCC3	2	2%	-2%	?	2%	2%	?	1%	-2%	4%	-2%
Cc1cc(S(=O)(=O)NCC(C)C)ccc1OCC(=O)NCc1ccccn1	4	·	·	5%	·	·	11%	·	·	-4%	-4%
Cn1c(CNC(=O)C2CCCCC2)cc2ccccc21	?	3%	-2%	0%	10%	1%	-1%[1.91 µM]	1%	-2%	-4%	-4%
COc1ccc(CCNC(=O)c2cnc3ccccc3n2)cc1	?	-3%	-5%	?	2%	9%	?	-1%	-3%	?	27%
COc1ccc(S(=O)(=O)Nc2noc3ccccc23)cc1	9	-2%	13%	-2%	4%	3%	3%	0%	3%	-20%	-3%
CSc1nc(C)c(CCOC(=O)c2ccccc2)c(=O)[nH]1	·	-5%	-6%	-15%	0%	0%	-6%	0%	-3%	3%	11%
O=C(Cc1ccc2c(c1)OCCO2)N1CCN(c2ccccc2)CC1	4	1%	0%	-10%	1%	15%	43%	-1%	1%	-6%	16%

The list continues.
Structure	TRPV1 agonist	Rab9 prom act	Tb PFK block	FLuc modulator	p53 reactivation	ELG1 repair inh	RORg inh	NPC1 prom act	ELG1 genotoxic	Gal4-VP16 FLuc	BRCA1 expr up
COC(=O)c1ccccc1NC(=O)c1cccc(COc2ccccc2Cl)c1	1	0.45µM*	1%	17µM*	?	?	45%	?	?	0%	-30%
O=C1c2ccccc2NC(c2cccc(F)c2)N1Cc1ccco1 (centres undefined)	3	-9%	?	2%	-2%	-3%	32%	-3%	-6%	3%[0.365 µM]	-7%
COc1ccccc1CC(=O)Nc1ccc(S(=O)(=O)N2CCN(C)CC2)cc1	0	1%	3%	6%	6%	-4%	-5%	-1%	0%	0%	-8%
C=CCNC(=O)NC(=O)COC(=O)CC(NC(N)=O)c1ccc(Cl)cc1 (centres undefined)	-4	-5%	0%	-2%	-11%	3%	-17%	-1%	3%	6%	-3%
CCOc1ccc(S(=O)(=O)N2CCN(C(=O)c3oc4ccc(OC)cc4c3C)CC2)cc1	3	-7%	0%	11%	-2%	21µM*	·	-1%	-7%	·	-24%
COc1cc(C)c(NC(=S)Nc2ccc(Cl)c(Cl)c2)cc1OC	27	1%	?	-6%	5%	0%	27%	3%	0%	-7%	-38%
Nn1c(SCC(=O)NCCN2C(=O)CSC2=O)nnc1-c1ccc(OC(F)F)cc1	0	-3%	-6%	3%	2%	24%	·	-3%	2%	·	21%
Cc1cccc(CSc2nc3[nH]ncc3c(=O)[nH]2)c1	1	24%	-2%	?	-6%	?	3%	16%	?	-22%	48%
